PLCg1 inh: inhibitors of human phospholipase C gamma1; AID 720700; purified PLC-gamma1, fluorogenic substrate, fluorescence; P19174; actives 0.84% (n = 370,000); inhibition, % at 12.2 µM; in the data active = inhibition above about 9.5%
ASAP1 inh: inhibitors of human ASAP1 ArfGAP activity; actives 0.19% (n = 360,000); AID 624377; ASAP1-stimulated ARF1 GTP hydrolysis, GDP FP detection; inhibition, % at 16.5 µM; Q9ULH1; in the data active = inhibition above about 25%;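 note: 0% = vehicle with enzyme and substrate and 100% = no enzyme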
DDE Tn7 FP inh: DD(E)-Tn7 binding inhibition, primary FP screen. P02675. FP displacement of FITC-Tn7 peptide from fibrin DD(E); 0% = median of compound wells per plate. inhibition, % at 8.3 µM. actives 0.13% (n = 370,000);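 active = inhibition above the mean of compounds falling within the control limits plus 3 SD of them, cut at about 14% in these data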;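 note: 0% = plate median of compound wells and 100% = 10 µM Aha-Tn7 peptide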
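Test system: human clot-derived fibrin DD(E) complex / Quantity: 2 µM final DD(E) protein / Incubation: 10 min plus 3 h, room temperature / Measured by: fluorescence polarization / Benchmarks: high control of 10 µM Aha-Tn7 peptide / Replicates: singlicate testing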
DDE Tn6 FP inh: DD(E)-Tn6 binding inhibition, primary FP screen; P02675; Fibrin DD(E) TRITC-Tn6 fluorescence polarization displacement; inhibition, % at 8.3 µM; actives 0.21% (n = 370,000); AID 720509;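 active = inhibition above a per-campaign cutoff: mean of compounds within control limits plus 3 SD, cut at about 15% in these data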;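 note: 0% = median of all compound wells on the plate and 100% = blocking peptide control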
UHRF1 MBD2 ctr: UHRF1 methyl-DNA binding inhibition; Q96T88; UHRF1 binding to methylated oligo, TR-FRET; inhibition, % at 4.4 µM; actives 0.75% (n = 370,000); AID 687016; in the data active = inhibition above about 21%;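 note: UHRF1 SRA domain binding a hemimethylated CpG hairpin DNA probe; 0% = median of test compound wells and 100% = reference inhibitor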
Target sequence (Q96T88 whole entry, looked up, the tested form may be a part): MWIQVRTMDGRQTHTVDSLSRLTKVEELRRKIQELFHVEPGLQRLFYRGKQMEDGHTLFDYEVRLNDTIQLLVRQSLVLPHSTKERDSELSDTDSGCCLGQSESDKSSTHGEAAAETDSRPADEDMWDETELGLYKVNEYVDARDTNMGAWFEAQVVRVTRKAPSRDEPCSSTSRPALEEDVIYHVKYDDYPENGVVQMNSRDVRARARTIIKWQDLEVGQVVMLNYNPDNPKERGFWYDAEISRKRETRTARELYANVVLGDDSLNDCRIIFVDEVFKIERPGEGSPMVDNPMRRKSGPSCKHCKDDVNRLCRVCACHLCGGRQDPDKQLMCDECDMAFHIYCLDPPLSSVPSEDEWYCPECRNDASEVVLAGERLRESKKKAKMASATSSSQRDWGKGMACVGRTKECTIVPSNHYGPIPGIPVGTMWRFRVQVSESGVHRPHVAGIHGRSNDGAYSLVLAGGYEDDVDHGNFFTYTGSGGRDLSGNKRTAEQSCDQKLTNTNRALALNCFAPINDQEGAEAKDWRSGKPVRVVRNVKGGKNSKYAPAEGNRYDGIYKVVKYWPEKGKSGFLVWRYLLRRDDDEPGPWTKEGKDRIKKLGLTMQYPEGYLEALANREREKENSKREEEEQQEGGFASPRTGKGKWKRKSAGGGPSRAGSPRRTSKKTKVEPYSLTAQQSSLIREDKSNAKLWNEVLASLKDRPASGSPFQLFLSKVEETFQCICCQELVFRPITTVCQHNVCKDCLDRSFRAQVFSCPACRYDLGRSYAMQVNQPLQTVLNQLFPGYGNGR
ADAM17 inh: ADAM17 inhibition, QFRET primary screen; P78536; actives 0.83% (n = 370,000); inhibition, % at 6.95 µM; AID 720648; recombinant ADAM17, EDANS/DABCYL FRET peptide cleavage;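 active = inhibition above the mean of compounds lying between control limits plus 3 SD, set per campaign, cut at about 8.5% in these data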;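 note: 0% = DMSO-only wells as the low control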
PLCb3 inh: inhibitors of human phospholipase C beta3; Purified PLC-beta3, fluorogenic substrate, fluorescence; actives 0.18% (n = 370,000); Q01970; inhibition, % at 12.2 µM; AID 720704; in the data active = inhibition above about 11%;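 note: 0% = median of compound wells on plate and 100% = full blocker control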
ARFGAP1 inh: inhibitors of rat ARFGAP1. Q62848. Arfgap1-stimulated ARF1 GTP hydrolysis, GDP FP detection. inhibition, % at 16.5 µM. actives 0.26% (n = 360,000);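 active = inhibition above a per-plate limit, mean inhibition of low control wells plus 3 SD, cut at about 25% in these data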;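 note: 0% = DMSO wells with enzyme and 100% = wells lacking Arfgap1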
Target sequence (Q62848 1-136 limits assumed): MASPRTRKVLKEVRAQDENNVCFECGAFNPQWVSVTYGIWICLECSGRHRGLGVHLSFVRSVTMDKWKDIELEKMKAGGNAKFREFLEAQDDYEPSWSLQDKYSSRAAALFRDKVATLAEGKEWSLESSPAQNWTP
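material = rat Arfgap1 catalytic domain, aa 1-136 | also added = human ARF1(Δ1-17)-GTP substrate | compound dosing = one concentration, 16.5 µM, DMSO 1.26% | times = GTP hydrolysis reaction 2 h at 25 °C | measured by = FP, GDP Alexa 633 tracer displaced from anti-GDP antibody, 620/688 nm | evaluation = percent inhibition of Arfgap1-stimulated GTP hydrolysis | replication = single well per compound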
MBD2 DNA inh: MBD2-methylated oligo binding inhibition; Q9UBB5; TR-FRET, MBD2 binding to methylated oligonucleotide; inhibition, % at 4.4 µM; actives 0.31% (n = 370,000); in the data active = inhibition above about 13%
proKLK7 act: activates the human kallikrein-7 zymogen | activation, % at 7 µM | purified proKLK7, EDANS-DABCYL substrate fluorescence; 100% is mature enzyme control, 0% vehicle | P49862 | actives 0.9% (n = 370,000);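 active = activation above the mean of all tested compounds plus 3 SD, computed per campaign excluding outliers beyond control limits, cut at about 13% in these data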
* = called active by the depositor; i = inactive; nt = not tested or not shown. Random draw from the library. About 4.1% of those tested had a hit in this group.

SMILES	PLCg1 inh	ASAP1 inh	DDE Tn7 FP inh	DDE Tn6 FP inh	UHRF1 MBD2 ctr	ADAM17 inh	PLCb3 inh	ARFGAP1 inh	MBD2 DNA inh	proKLK7 act
CCSc1nnc(NC(=O)CCCOc2ccc(C)cc2)s1	0	-3	0	5	-3	-3	-5	-1	0	-0.3
Cc1cc(C(=O)CCl)c(C)n1CCc1ccc(F)cc1	0	-11	2	-2	-4	-2	-2	3	0	0.0
COc1ccccc1-n1cnnc1SCC(=O)N1CC(=O)Nc2ccccc21	1	-10	-4	4	1	-4	0	1	-2	-0.2
O=C1[C@@H]2[C@@H]3C[C@@H]([C@H]4ON=C(c5ccc(Cl)cc5)[C@@H]34)[C@@H]2C(=O)N1c1ccc2c(c1)OCO2	1	-4	4	1	5	3	1	-5	4	0.8
CCOc1ccc(CCNC(=O)Cn2cccc2C(=O)c2ccccc2)cc1OCC	1	6	-8	-2	0	-3	1	0	1	0.5
O=C(CC(=O)c1ccccc1)Nc1cc([N+](=O)[O-])ccc1Cl	1	9	-1	-6	0	2	-4	0	-4	0.4
O=C(O)c1ccc([N+](=O)[O-])nc1	0	-10	-5	4	2	-2	3	10	-2	0.1
Cc1cc(C(=O)N/N=C/c2ccc(C)o2)c2ccccc2n1	-3	-4	7	5	-4	-2	2	5	-5	-0.6
Cc1cc(OCC(=O)N(C)c2ccccc2)cc2c1C(=O)CC(C)(C)O2	-4	3	-4	1	0	-6	-6	-8	4	-0.4
CCCC(=O)Nc1ccc2nc(SCC(=O)Nc3ccc(N4CCOCC4)c(Cl)c3)sc2c1	2	9	6	4	-1	-4	0	1	1	0.3
Cc1nc(-c2cccc(NS(=O)(=O)c3cccc4ccccc34)c2)cs1	3	0	2	-3	-3	6	2	2	0	-0.3
Nc1ncc(-c2ccccc2)c(-c2ccc(OCc3ccccc3)cc2O)n1	-3	8	2	-8	-2	0	-8	6	3	0.5
COc1cc(/C=N/Nc2nc3ccccc3[nH]2)cc(Br)c1OCC(=O)N(C)C	-67	8	-14	-10	-1	-5	-104	16	3	0.7
CCC(C(=O)O)N1C(=O)c2ccccc2C1=O (stereo not given)	3	-2	-1	-1	6	1	2	1	0	-0.1
CC1=N/C(=C\c2ccc(OC(C)C)cc2)C(=O)N1c1ccc(C(=O)O)cc1	2	4	2	6	-5	1	-1	-4	-7	0.1
NC(=S)N=Nc1c(O)cc(O)c2[nH]c(=O)ccc12	-4	-9	-1	-6	42*	-5	-15	-18	15*	0.0
Oc1ccccc1C=NN=Cc1ccccc1Cl	-3	3	6	-3	3	0	4	2	4	0.7
CCN(CC)c1ccc(/C=N/N2C(=O)c3ccccc3C2=O)c(O)c1	-9	-1	5	0	-2	0	-10	2	1	-2.8
Cc1cccc(OCC(=O)N/N=C/C=C/c2ccco2)c1	-9	-10	-2	-1	-3	1	-12	4	-3	0.3
CN(C)S(=O)(=O)c1cccc(NC(=O)CCCSc2ccccc2)c1	3	13	-7	-1	-2	3	-1	12	4	0.1
O=C(N/N=C/C=C/c1ccccc1[N+](=O)[O-])c1cccnc1	0	0	-4	1	-4	-2	5	3	-2	0.8
Cc1ccc(-c2nc(NC(=O)CSc3nnc4scc(-c5ccccc5)n34)ns2)cc1	-5	-2	-5	-4	1	-1	-7	9	-6	-0.2
CCOC(=O)Nc1ccc2c(CN3CCC(C(=O)OC)CC3)cc(=O)oc2c1	-281	5	-2	1	1	-163	-376	-4	-3	-2.0
Cc1ccc(NCCC(=O)c2ccc(Cl)cc2)cc1	-1	7	7	10	0	-2	-2	-2	-1	-0.2
CCc1nnc(N/N=C/c2cc(Br)c(O)cc2O)n1N	-12	-18	0	4	5	-1	-25	-12	-5	-0.5
CCOC(=O)Cn1c(=O)oc2cc(S(=O)(=O)Nc3ccc(F)cc3)ccc21	2	-1	-4	4	-5	-1	2	-6	6	-0.2
CCN(Cc1ccccc1)C(=O)C1CCN(Cc2sccc2C)CC1	9	-1	-3	1	-2	-3	8	10	1	-0.5
O=C(CCl)N1CCN(S(=O)(=O)c2ccc3ccccc3c2)CC1	0	2	4	9	-1	0	-2	2	-1	0.1
COc1ccccc1-c1c(C)oc2c(CN3CCOCC3)c(O)ccc2c1=O	i	15	5	-4	-2	-480	i	-8	2	66*
CN(Cc1nc(Cc2cccc(F)c2)no1)CC1COCCO1 (stereo not given)	1	-4	0	1	-1	-1	1	3	1	0.0
O=C(c1cccc(S(=O)(=O)N2CCCC2)c1)N1CCCC(C(F)(F)F)C1 (stereo not given)	-7	7	-3	-6	-1	-1	-5	8	-4	-0.3
C=CCOc1ccc(/C(O)=C2\C(=O)C(=O)N(CCN(C)C)C2c2cccs2)cc1 (stereo not given)	-3	-1	-1	-1	0	-4	-4	-4	-2	0.6
COC(=O)c1sccc1-c1ccc(/C=N/OCc2c(Cl)cccc2Cl)o1	0	6	-8	-4	-2	-2	1	-10	-2	-0.1
COc1ccc(/C=C(\C#N)C(=O)NCc2ccccc2)cc1O	1	6	0	-2	-2	0	-4	-3	-6	0.0
CCN(CC)C(=O)CCc1nc2sc3c(c2c(=O)[nH]1)CCCC3	-1	8	3	6	-1	-5	0	2	1	0.1
CN[C@H]1C[C@H]2c3cc(Oc4ccccc4C)ccc3CCN2C(=O)[C@H]1[C@H](C)O	-19	8	0	4	-2	-6	-16	11	2	0.1
CCOC(=O)N1CCN(C(=O)/C(=C\c2ccc(SC)cc2)NC(=O)c2ccccc2)CC1	-8	-13	-3	-1	0	-3	-10	-1	2	0.9
CCN1c2ccccc2-c2nc3ccccc3n2C1c1ccccn1 (stereo not given)	-450	17	-2	-10	-1	i	i	0	-2	21*
O=C(COc1ccccc1)N1CCN(C(=O)c2ccc([N+](=O)[O-])cc2)CC1	0	-3	-5	3	1	2	3	-4	-1	-0.3
COc1ccccc1C(=O)N1CCN(C(=O)[C@@H](Cc2ccccc2)NC(=O)[C@H]2O[C@@H](n3ccc(=O)[nH]c3=O)[C@H](O)[C@@H]2O)CC1	9	-2	-1	-1	1	4	9	21	-3	0.4
O=C(CN(C(=O)CCC(=O)Nc1ccccn1)C1CCCC1)NCc1ccc(F)cc1	1	1	1	2	-1	-4	-3	-4	-1	-0.5
CCc1nnc(NS(=O)(=O)c2ccc(NC(=O)c3ccccc3C)cc2)s1	-2	-13	-2	2	2	-1	-6	6	1	0.4
O=C(NC1CCCCC1)c1ccccc1NC(=O)C1CC1	2	-9	2	1	-1	-4	-1	2	-3	0.3
Clc1ccc(CCNc2nc3ccccc3s2)cc1	-2	-11	-3	-4	1	-1	1	1	-5	-0.3
Clc1ccc(-c2nnc3sc(Cc4cccs4)nn23)cc1	0	5	-5	1	-2	-1	0	-4	2	0.9
Cc1cc(C)c2nc3nc(C)c(C)cc3c(N)c2c1	i	-13	4	-3	26*	-197	i	19	21*	50*
Cc1ccc(C(OCC(O)CNC(C)c2ccccc2)c2ccccc2)cc1 (stereo not given)	7	17	2	-2	1	0	2	4	3	0.0
COc1cc(Cn2c3ccc(NC(=O)CCc4cccnc4)cc3c(=O)n2C)ccc1F	-265	-8	5	-5	2	-460	-344	2	1	16*
COc1cc(C2C(C(=O)/C=C/c3ccccc3)=C(O)C(=O)N2c2ccccn2)ccc1O (stereo not given)	-9	-8	-5	0	-2	-4	-8	-7	-2	0.2
CC(C)(C)c1ccc(C(=O)Nc2ccc(CN3CCS(=O)(=O)CC3)cc2)cc1	-2	-3	2	-6	2	-4	-7	-2	2	-0.4
CCCn1c(C)cc(/C=C(\C#N)C(=O)O)c1C	-6	-4	-2	-5	0	4	-7	-16	-3	0.0
CSCCC(NC(=O)COc1ccccc1)C(=O)N1CCC(C(N)=O)CC1 (stereo not given)	0	-11	-1	6	1	1	0	10	-7	0.2
O=c1cc(CN2CCOCC2)c2ccc(O)c(O)c2o1	-6	12	2	2	0	-3	-15	-1	4	1.6
COc1ccc2c(c1)SC1=NCCS(=O)(=O)N12	-1	-6	2	-5	0	0	7	1	0	0.2
C/C=C/c1ccc([C@H]2[C@@H](CN(CC(C)C)S(=O)(=O)c3ccccc3[N+](=O)[O-])N(C(=O)Nc3cccc(OC)c3)[C@H]2CO)cc1	-1	nt	2	-5	-1	4	-2	nt	2	-0.3
Cc1noc(C)c1C(=O)OCC(=O)NC(=O)NC12CC3CC(CC(C3)C1)C2	-3	17	6	0	2	0	1	-5	3	0.6
COc1cc(/C=N/NC(=O)c2ccc(F)cc2)ccc1OC(=O)c1ccco1	3	10	0	4	-2	0	-1	-8	1	-0.3
COc1ccc(C(C)(O)c2nc(-c3ccccc3C)cs2)cc1 (stereo not given)	1	-7	2	2	-1	0	-1	3	-5	-0.3
COc1ccc2c([N+](=O)[O-])c(Cl)[nH]c2c1	-26	7	1	-1	12	-13	-47	5	6	-6.2
O=C(CCc1ccc(S(=O)(=O)NCc2ccccc2)cc1)NCc1cccnc1	0	10	-1	13	0	1	1	-4	-7	-0.2

Later entries:
SMILES	PLCg1 inh	ASAP1 inh	DDE Tn7 FP inh	DDE Tn6 FP inh	UHRF1 MBD2 ctr	ADAM17 inh	PLCb3 inh	ARFGAP1 inh	MBD2 DNA inh	proKLK7 act
CSc1nc(O)c(Cc2ccccc2)c(=O)[nH]1	-1	-3	1	-5	0	-2	3	-10	-1	-0.3
COc1ccc(-c2c(C(=O)O)c(-c3ccccc3)cn2C)cc1	-1	-3	4	-3	-2	-1	-1	-7	-5	0.1
Cc1occc1C(=O)NNC(=O)c1ccccc1C(=O)O	-3	0	5	-7	3	-4	-6	8	2	-0.1
COc1ccc(-c2c(NC(=O)c3ccco3)n(-c3ccc(C)cc3)nc(C)c2=O)cc1	-1	-1	7	-3	17	-5	-3	5	-5	0.2
COc1ccc(CC(=O)Nn2c(-c3ccccc3)nc3ccccc3c2=O)cc1	-1	16	-8	3	-2	-1	0	6	-3	-0.5
CCOc1ccc(-c2c(C(=O)N/N=C/c3ccc(Cl)cc3)nnn2-c2nonc2N)cc1	-2	8	-1	-5	6	6	-11	5	3	-0.1
Cc1cccc2nc(-c3cccnc3)c(NCCC(C)C)n12	-160	-4	8	4	4	-19	-232	-11	3	-33
S=c1[nH]nc(CCc2nc3ccccc3[nH]2)n1-c1ccccc1	2	9	-5	-1	-1	-1	3	1	-1	-0.3

A draw from above in order of count of non-hydrogen atoms, ascending:
SMILES	PLCg1 inh	ASAP1 inh	DDE Tn7 FP inh	DDE Tn6 FP inh	UHRF1 MBD2 ctr	ADAM17 inh	PLCb3 inh	ARFGAP1 inh	MBD2 DNA inh	proKLK7 act
Cc1occc1C(=O)NNC(=O)c1ccccc1C(=O)O	-3	0	5	-7	3	-4	-6	8	2	-0.1
COc1ccc(-c2c(C(=O)O)c(-c3ccccc3)cn2C)cc1	-1	-3	4	-3	-2	-1	-1	-7	-5	0.1
COc1ccc(CC(=O)Nn2c(-c3ccccc3)nc3ccccc3c2=O)cc1	-1	16	-8	3	-2	-1	0	6	-3	-0.5

Source: PubChem BioAssay (The Scripps Research Institute Molecular Screening Center)
